Source: PubChem
SRC2 TRFRET art: TR-FRET signal artefacts, primary screen, artefact control for PPARgamma SRC-2 agonist project, biochemical; TR-FRET artefact counter-screen; stronger effect = higher value; TR-FRET ratio at 8 µM; AID 1049, 2008; 0.4% of 200,000 active; in the data active = TR-FRET ratio above about 2000; note: inactives centre near 1500
PPARg SRC2 recr: agonists of PPARg-SRC-2 recruitment, primary screen, biochemical, HTS; PPARgamma LBD-SRC-2 recruitment; Peroxisome proliferator-activated receptor gamma (Homo sapiens), P37231; activation, % at 8 µM; 0.34% of 200,000 active; AID 1032, 2008; in the data active = activation above about 22%;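 note: 0% = vehicle and 100% = reference agonist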
PMI activator: activators of human PMI, primary screen, biochemical, fluorescence intensity, near-Km mannose 6-phosphate; purified human PMI, coupled resazurin fluorescence, 20 min; stronger effect = higher value; 1 = vehicle control, 0 substrate-free wells; activation factor at 20 µM; 0.005% of 190,000 active; Mannose-6-phosphate isomerase (Homo sapiens), P34949;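 active = activation factor of 2 or more at 20 µM, relative to plate controls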
Target sequence (P34949 whole entry, looked up): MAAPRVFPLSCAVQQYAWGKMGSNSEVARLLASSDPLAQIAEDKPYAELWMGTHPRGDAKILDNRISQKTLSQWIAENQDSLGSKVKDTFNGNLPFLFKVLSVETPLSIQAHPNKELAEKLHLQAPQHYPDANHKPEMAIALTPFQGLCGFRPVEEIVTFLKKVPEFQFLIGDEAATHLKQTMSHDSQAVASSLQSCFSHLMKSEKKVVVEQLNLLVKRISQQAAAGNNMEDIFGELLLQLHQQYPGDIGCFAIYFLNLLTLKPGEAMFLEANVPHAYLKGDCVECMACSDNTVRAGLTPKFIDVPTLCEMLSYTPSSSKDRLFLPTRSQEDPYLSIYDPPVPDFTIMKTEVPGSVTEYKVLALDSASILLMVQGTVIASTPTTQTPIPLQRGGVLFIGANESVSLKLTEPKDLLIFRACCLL
S1P3 antag: S1P3 receptor antagonists, primary screen, cell-based | 0.27% of 170,000 active | inhibition, % at 4.98 µM | AID 485, 2006 | Sphingosine 1-phosphate receptor 3 (Homo sapiens), Q99500 | CHO S1P3 NFAT-BLA reporter, FRET fluorescence, antagonist mode;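 active = inhibition above the plate cutoff, the mean inhibition of test wells on that plate plus 3 SD, cut at about 28% in these data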;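 note: cells challenged with S1P at its EC80 of 0.8 µM; blue over green emission ratio from cleaved BLA substrate after 4 h stimulation; 0% = S1P-stimulated wells and 100% = unstimulated DMSO-only wells; some compounds past the cut are filed as inactive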
PMI act hi M6P: human PMI activators, high substrate, primary screen, biochemical, fluorescence intensity, near-saturating mannose 6-phosphate | coupled PMI enzyme assay, resazurin fluorescence, 20 min; stronger effect = higher value; 1 = untreated enzyme, 0 = substrate-free blank | activation factor at 20 µM | Mannose-6-phosphate isomerase (Homo sapiens), P34949 | AID 1216, 2008 | 0.34% of 190,000 active;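 active = activation factor of 2 or more at 20 µM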
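Technique: Diaphorase-driven resazurin-to-resorufin fluorescence, excitation 544, emission 590 nm | Assay system: Human PMI in coupled enzyme assay | Times: Enzyme reaction with compound 20 min at room temperature | Medium: HEPES-buffered pH 7.4 with magnesium and detergent | Reagent: Mannose-6-phosphate 1.0 mM (near-saturating) plus 0.22 mM NADP+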
PPARg SRC-3 ag: PPARgamma agonists recruiting SRC-3 coactivator, primary screen, biochemical; Peroxisome proliferator-activated receptor gamma (Homo sapiens), P37231; biochemical PPARgamma/SRC-3 coactivator recruitment assay; activation, % at 8 µM; 0.26% of 200,000 active; in the data active = activation above about 23%;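 note: 0% = DMSO and 100% = reference agonist; some compounds past the cut are filed as inactive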
Diaph inh CS: diaphorase inhibitors and chemical oxidizers, primary screen, counter-screen for diaphorase-coupled primary assays, biochemical, uHTS, resorufin fluorescence | diaphorase resazurin-to-resorufin fluorescence, NADH, 16 min; bacterial (C. kluyveri) enzyme, not human | inhibition, % at 20 µM | 0.69% of 190,000 active;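 active = primary screen inhibition at 20 µM above a set limit, cut at about 50% in these data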;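 note: plate controls were DMSO with full reaction for no effect and wells lacking NADH for full effect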
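System: Bacterial diaphorase enzyme (C. kluyveri) | Incubation: 16-min room-temperature incubation before reading | Benchmarks: No-NADH positive control and DMSO neutral control | Measured by: Resorufin fluorescence 544/590 nm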
G6PDH CS: L. mesenteroides G6PDH inhibitors, counter-screen for G6PDH-coupled screening assays, biochemical, Leuconostoc mesenteroides enzyme; glucose-6-phosphate dehydrogenase [Leuconostoc mesenteroides]; Purified L. mesenteroides G6PDH, diaphorase/resazurin coupled fluorescence, 45 min; inhibition, % at 5 µM; 0.12% of 200,000 active; AID 1020, 2008; in the data active = inhibition above about 50%
PPARg SRC-1 ag: PPARgamma agonists recruiting SRC-1 coactivator, primary screen, biochemical; Peroxisome proliferator-activated receptor gamma (Homo sapiens), P37231; activation, % at 8 µM; PPARgamma-SRC-1 coactivator recruitment biochemical assay; 0.41% of 200,000 active; in the data active = activation above about 19%;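 note: 0% = DMSO and 100% = reference agonist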
Diaphorase act: compounds boosting diaphorase resazurin reduction – biochemical, uHTS, resorufin fluorescence, counter-screen for diaphorase-coupled primary assays, primary screen; activation factor at 20 µM; Diaphorase/resazurin coupled assay, 16 min; stronger effect = higher value; 1 = vehicle wells, 0 = NADH-free wells; 0.005% of 190,000 active;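 active = diaphorase activity raised at least twofold by the compound at 20 µM; inactive = activation factor below 2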
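Material: purified diaphorase enzyme from Clostridium kluyveri / Medium: HEPES pH 7.4 buffer with MgCl2 and Tween 20 / Schedule: enzyme reaction of 16 min at room temperature / Measured by: resorufin fluorescence, excitation 544 nm, emission 590 nm / Evaluation: rise in resorufin formation, marking diaphorase activation or chemical reduction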
ROMK primary: ROMK potassium channel modulators, primary screen, cell-based, thallium flux, MLSMR library | Tet-inducible ROMK, thallium flux fluorescence; actives lie on both sides | ATP-sensitive inward rectifier potassium channel 1 (Homo sapiens), P48048 | B-score at 10 µM | 2% of 130,000 active | AID 1918, 2009;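 active = signal ratio slope over the read window, or its plate-corrected B-score, at least 3 SD from the plate mean, either direction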;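 note: B-score of the F/F0 ratio slope over 7 to 12 s after thallium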
Target sequence (P48048 whole entry, looked up): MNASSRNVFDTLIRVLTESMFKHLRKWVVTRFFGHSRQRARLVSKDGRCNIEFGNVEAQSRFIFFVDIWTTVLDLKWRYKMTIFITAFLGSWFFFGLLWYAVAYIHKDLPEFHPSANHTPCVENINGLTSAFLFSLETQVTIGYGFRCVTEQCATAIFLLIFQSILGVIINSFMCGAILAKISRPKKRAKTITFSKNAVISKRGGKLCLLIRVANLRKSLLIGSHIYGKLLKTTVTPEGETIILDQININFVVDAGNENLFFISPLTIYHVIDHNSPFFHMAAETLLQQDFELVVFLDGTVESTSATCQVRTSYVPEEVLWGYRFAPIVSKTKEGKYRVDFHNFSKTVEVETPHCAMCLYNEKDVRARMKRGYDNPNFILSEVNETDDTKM
The depositor's hits bear a star; · = not tested or not shown.

SMILES	SRC2 TRFRET art	PPARg SRC2 recr	PMI activator	S1P3 antag	PMI act hi M6P	PPARg SRC-3 ag	Diaph inh CS	G6PDH CS	PPARg SRC-1 ag	Diaphorase act	ROMK primary
CCOC(=O)c1sc(/N=C/c2c(O)n(-c3cccc(C)c3)c(=O)[nH]c2=O)c(C#N)c1C	1446	-1	1.2	-8	1.2	3	4	-5	2	1	·
COc1ccc(CCn2c(O)c(C=NCCN3CCCCC3)c(=O)[nH]c2=O)cc1OC	1618	7	1	·	1	1	5	7	6	0.9	0.27
COc1ccc(CCNCc2ccccc2F)cc1OC	1396	-2	1.2	·	1.3	-10	-4	4	-3	1	0.28
O=c1[nH]c(N2CCN(Cc3ccc4c(c3)OCO4)CC2)nc2c1CCC2	1621	3	1	-30	1	4	7	4	0	0.9	0.41
N=Cc1c(O)n(-c2ccc(C34CC5CC(CC(C5)C3)C4)cc2)c(=O)[nH]c1=O	1363	-6	1	-5	1.1	-8	1	-1	0	1	-1.2
Cc1nc2nc(SCC(=O)N3CCC4(CC3)OCCO4)nn2c(C)c1Cc1ccccc1	1503	4	1.1	·	1	1	-1	0	6	1	-0.44
COP(=O)(OC)/C(C=O)=N/Nc1ccc([N+](=O)[O-])cc1	1342	-2	1.3	-8	1.2	0	5	0	6	0.9	0.57
CCn1c(O)c(/C=N/N2CCOCC2)c(=O)n(CC)c1=S	1690	7	1.1	5	1	-5	9	1	6	0.9	·
Cn1c(O)c(C(=O)c2ccccc2F)c(=O)n(C)c1=O	1424	-1	1.2	·	1.5	0	-23	9	-6	1.2	-0.43
CC12CN3CC(C)(CN(C1)C3c1cccs1)C2O (centres undefined)	1514	0	1.1	-17	1.2	-2	-20	16	2	1.2	·
CN1/C(=C\C=C2C(=O)NC(=S)NC2=O)C(C)(C)c2ccccc21	1568	10	1.1	-12	1.1	8	0	0	10	1	-3.6*
CCOC(=O)N1CCC(NC(=O)CCc2nc(C3=CCN(C)CC3)no2)CC1	1526	-6	1	6	1	1	3	5	-4	1	·
O=C(c1cc(S(=O)(=O)N2CCC3(CC2)OCCO3)ccc1F)N1CCC2(CC1)OCCO2	1635	3	1	-24	1	4	28	0	6	0.7	-0.6
CC(=O)Nc1ccccc1C(=O)OCc1cccc(F)c1	1338	-8	1	-15	1	3	14	13	8	0.9	-1.4
CN1C(=O)C(=CN2CCN(C(=O)c3ccco3)CC2)C(=O)N(C)C1=S	1459	-2	1	-9	1	0	4	18	-3	1	0.5
CC(NCc1cccc(Cl)c1Cl)C(O)c1ccccc1 (centres undefined)	1441	0	0.9	4	1	-1	6	4	8	0.9	·
COc1ccc(Cn2c(O)c(C=Nc3c(C)n(C)n(-c4ccccc4)c3=O)c(=O)[nH]c2=O)cc1	1919	5	1.1	0	1.1	-4	6	-3	4	0.9	0.22
CCOC(=O)C1=C(C)OC(N)=C(C(=O)OCC)[C@@]12C(=O)N(CC(N)=O)c1ccccc12	1376	2	1	·	1	-2	10	8	9	0.9	0.029
O=C(c1ccccc1F)c1cn(Cc2ccc(F)cc2)c2ccccc12	1578	9	0.7	-11	0.9	0	21	9	-4	0.8	0.022
O=C1C2CCCN2C(c2ccncc2)N1c1ccc(Cl)c(Cl)c1 (centres undefined)	1763	15	1	-2	1	4	16	2	5	0.8	·
O=C(c1ccc(Cl)cc1)C1CCCN(Cc2ccc3nonc3c2)C1 (centres undefined)	1421	-5	0.9	5	0.9	-2	8	8	1	0.9	-1
CCC(CC)NC1CCCCC1OC (centres undefined)	1516	3	0.9	-7	1	-1	10	4	2	0.9	-0.073
O=Cc1cn(Cc2ccc([N+](=O)[O-])cc2)c2ccccc12	1441	-6	1	-1	0.9	2	8	7	-6	0.9	·
CC(=O)N1CN(C(C)=O)CN(C(C)=O)C1	1469	0	1	-6	0.9	-1	5	7	-5	0.9	·
COc1cc(CN2CCN(C(=O)COc3ccccc3)CC2)cc(OC)c1OC	1793	-2	0.9	14	0.9	1	13	11	-2	0.9	0.043
COc1ccc(CCn2c(O)c(C=NCCCO)c(=O)[nH]c2=O)cc1OC	1622	-9	1	-27	1.1	2	-8	2	-2	1.1	0.45
CCCC1=C(C(=O)OCC)C2(C(=O)Nc3ccccc32)C(C#N)=C(N)O1 (centres undefined)	1691	-4	0.9	-13	1	0	5	10	0	1	·
CN1CCc2c(C#N)c(Cl)nc(Cl)c2C1	1419	1	1.2	6	1.5	3	16	-14	10	0.8	0.73
CN1CCN(c2cc([N+](=O)[O-])ccc2Cl)CC1	1410	-5	0.9	3	1	4	9	-1	-2	0.9	0.55
Fc1ccccc1CCNCc1ccccc1	1576	1	1.2	-6	1	3	-4	7	1	1	0.15
COc1ccccc1N1CCN(Cc2ccccc2F)CC1	1620	1	0.9	-6	1	-1	4	7	7	1	0.038
Cc1nc2ccccc2c(=O)n1-c1ccc(F)cc1	1428	-2	1	6	1	-4	9	0	-4	0.9	-0.11
CC12CCCCC1=NC(c1ccc(Br)cc1)N2O (centres undefined)	1537	10	1.2	-19	1.2	0	12	13	6	0.9	·
CC(Cc1ccccc1)NC(=O)CN1CCCC1=O (centres undefined)	1643	1	1	3	1	-4	1	4	-4	1	0.84
CC(C)CCn1c(N)c(C(=O)NCc2cccs2)c2nc3ccccc3nc21	1683	15	0.8	·	0.4	21	18	20	14	0.8	·
Cc1cccc(N2C(=O)NC(=O)/C(=C/c3cc4c(cc3[N+](=O)[O-])OCO4)C2=O)c1	1350	-4	1	0	0.8	2	27	1	4	0.7	-2.8*
S=C1CN=C(c2ccccc2)c2cc(Cl)ccc2N1	1412	-2	1	·	1	-7	3	4	-4	1	1.2
CCOC(=O)C1=C(N)Oc2cc(C)oc(=O)c2C12C(=O)N1c3c(cccc32)C(C)=CC1(C)C (centres undefined)	1495	3	0.8	-29	0.8	4	22	9	10	0.8	·
CCOC(=O)c1c(C)n(CCN2CCN(C)CC2)c2ccc(OC)cc12	1568	6	1	·	1	-2	8	10	4	0.9	-1.9
C/C(=N\Nc1ccccc1)c1c(O)n(Cc2ccccc2)c(=O)[nH]c1=O	1549	-2	1.6	-4	2.5*	1	9	10	0	0.9	-0.66
OC(CNC1CCCCC1)C(F)(F)F (centres undefined)	1579	3	1.1	-6	1	3	3	-2	-10	1	-0.34
O=C(NCC(c1cccnc1)N1CCN(c2ccccc2)CC1)Oc1ccccc1 (centres undefined)	1497	4	0.9	10	0.9	10	13	10	-5	0.9	0.34
O=C(CN1CCCC1=O)Nc1ccccc1	1653	2	0.9	·	1	5	8	5	-3	0.9	-0.049
O=C1c2ccccc2C(=O)N1Cc1nc2ccccc2c(=O)n1-c1ccc(Br)cn1	1572	-1	1	18	1	-6	7	-4	-10	0.9	·
COc1ccc(Cn2c(N)c(C(=O)NCc3ccco3)c3nc4ccccc4nc32)cc1	1583	7	0.9	-4	0.7	12	40	11	10	0.6	0.22
c1ccc(CCn2nnnc2CN2CCC(n3nnc4ccccc43)CC2)cc1	1645	-4	1.1	-4	1	-3	11	3	-2	0.9	·
Cc1ccc[n+](CC(O)Cn2c3ccccc3c3ccccc32)c1 (centres undefined)	1762	8	0.8	-21	0.9	-1	9	24	7	0.9	0.56
O=c1[nH]c(=O)n(-c2ccccc2)c(O)c1C=NC12CN3CN(CN(C3)C1)C2	1504	-9	1	-8	1	0	4	1	0	1	0.58
C=CCN1C(=O)CSc2ccc(C(=O)N3CCC4(CC3)OCCO4)cc21	1583	3	1	-25	1.1	12	5	0	-3	1	-0.28
Cc1ccccc1NP(=O)(Oc1ccccc1F)Oc1ccccc1F	1253	0	0.8	12	0.9	-2	24	-3	-4	0.8	·
Cc1cccc(-n2c(O)c(C=NCc3cccnc3)c(=O)[nH]c2=O)c1C	1679	13	0.9	-10	0.9	5	14	9	4	0.9	·
CCCCCSc1cc(OC)c(CCN)cc1OC	1590	13	1.1	·	1	10	-22	0	7	1.2	·
CCC(=NCCc1c[nH]c2ccccc12)c1c(O)n(C)c(=O)n(C)c1=O	1538	-2	1	·	1.1	-6	7	6	2	0.9	·
COC(=O)[C@@H]1C[C@H]1[C@@H](NP(=O)(c1ccccc1)c1ccccc1)c1ccccc1	1586	14	1.1	-11	0.9	2	4	17	7	1	0.082
Cc1ccnc(-n2c(-c3ccco3)nc3ccccc3c2=O)c1	1469	2	0.9	-11	0.8	7	12	9	-7	0.9	·
N#CC1=C(N)Oc2c(c(=O)sc3ccccc23)C1c1ccncc1 (centres undefined)	1638	5	1	0	1	6	9	4	4	0.9	0.34
CCOc1ccc(CN(CCCl)CCCl)cc1C(=O)OC	1445	-1	0.7	·	0.8	-2	8	-5	-14	0.9	·

Four of the compounds above, with values under each structure.
Under each structure: SRC2 TRFRET art, PPARg SRC2 recr, PMI activator, S1P3 antag, PMI act hi M6P, PPARg SRC-3 ag, Diaph inh CS, G6PDH CS, PPARg SRC-1 ag, Diaphorase act, ROMK primary
> S=C1CN=C(c2ccccc2)c2cc(Cl)ccc2N1
    1412, -2, 1, ·, 1, -7, 3, 4, -4, 1, 1.2
> CCOC(=O)c1sc(/N=C/c2c(O)n(-c3cccc(C)c3)c(=O)[nH]c2=O)c(C#N)c1C
    1446, -1, 1.2, -8, 1.2, 3, 4, -5, 2, 1, ·
> c1ccc(CCn2nnnc2CN2CCC(n3nnc4ccccc43)CC2)cc1
    1645, -4, 1.1, -4, 1, -3, 11, 3, -2, 0.9, ·
> CN1C(=O)C(=CN2CCN(C(=O)c3ccco3)CC2)C(=O)N(C)C1=S
    1459, -2, 1, -9, 1, 0, 4, 18, -3, 1, 0.5

Not all compounds are listed; the hit share may differ from the screen's.
